EWS-Fli inh = EWS/Fli transcriptional activity inhibition. 0.67% of 350,000 active. A673 NR0B1-luciferase reporter, viability-normalised. inhibition, % at 12.6 µM. AID 651661;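 active = mean inhibition of at least 50% after viability correction, with every replicate also passing that limit; inconclusive = mean reaches 50% but only one of two replicates passes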;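 note: firefly luciferase signal divided by Alamar Blue viability fluorescence both relative to DMSO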
DENV2 CPE rescue = inhibitors of DENV2 cytopathic effect | DENV2-infected cells, cytopathic effect rescue, plate reader | CPE inhibition, % at 9.99 µM | 1.7% of 350,000 active; in the data active = CPE inhibition above about 20%, passing the limit was not always enough; inconclusive = no clear call, values can overlap the other calls; tested in BHK-21 cells;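 note: 0% = median of neutral control wells and 100% = median of positive control wells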
PAX8 inh HTS = PAX8 transcriptional activity inhibition; RMG-I TPO-luciferase reporter, SteadyGlo, 24 h; inhibition, % at 12.6 µM; 1.2% of 360,000 active;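 active = mean replicate inhibition at least 60% with every replicate also reaching 60%; inconclusive = only one of the two criteria is met; inactive = mean below 60% and not all replicates reaching 60%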;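 note: luciferase light reporting Pax8 driven TPO promoter activity; plate controls were median of neutral control wells for no effect and mitoxantrone controls for full effect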
miR-122 sensor = blocks miR-122 activity in Huh7 sensor cells | Huh7 miR-122 Renilla luciferase sensor, 48 h; neutral wells = 0, positive control = 100 | 0.3% of 340,000 active | activation (reporter increase), % at 12.5 µM;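 active = mean replicate activation score at least 90 and every replicate individually at or above 90; inconclusive = only one of the two criteria met; inactive = neither criterion met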;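 note: higher luciferase means less miR-122 activity so hits act as miR-122 inhibitors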
F508del corr = correctors of CFTR F508del function in bronchial epithelial cells; CFBE cells, YFP halide quenching; stimulated with forskolin plus potentiator P3; % fluorescence drop versus neutral controls; activity (quench increase), % at 7.58 µM; 0.36% of 350,000 active;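 active = mean added fluorescence quench of at least 8% versus neutral control, with both replicates also reaching 8%; inconclusive = only one of the mean or replicate conditions met; inactive = mean below 8% and not both replicates reaching 8%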;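 note: cells transiently co-express mutant CFTR-F508del with the halide-sensitive YFP; corrector assay measuring rescue of mutant channel to the surface after 24 h compound exposure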
FN deposition inh = fibronectin deposition inhibition. 0.086% of 350,000 active. AH1F fibroblasts, Alexa488-fibronectin deposition fluorescence, overnight. inhibition, % at 12.6 µM;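 active = mean inhibition across replicates of 30% or more, regardless of how many single replicates reach that level; inconclusive = mean under 30% yet at least half of replicates reach 30%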;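 note: positive control wells lacked labelled fibronectin entirely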
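Test system: AH1F fibroblast monolayer depositing Alexa488-labelled fibronectin into matrix. Input: 10000 cells per well. Technique: fluorescence, ex 485 nm, em 525 nm. Buffer or medium: DMEM plus 2% serum, read in PBS. Timing: 1 h cell adhesion before compound, then overnight fibronectin incubation. Compound: single dose, pinned. Read-out basis: inhibition from reduced deposited-fibronectin fluorescence.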
INS-1E GSIS act = GLuc luminescence reporter in INS-1E cells, primary screen for activators of glucose-dependent secretion of insulin; INS-1E GLuc reporter insulin secretion, 2-3 h; activation, % at 16.6 µM; 0.61% of 370,000 active; AID 743287;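 active = lowest replicate activation of at least 40%, so every replicate reaches that level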;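 note: 0% = median of neutral control wells and 100% = median of IBMX positive control wells; some compounds called inactive have numbers as strong as hits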
* marks the source's active call; other numbers are inactive results; ? = inconclusive; . = no result given; & = joins results of further samples; [ ] = dose if it differs, or a comment.

SMILES	EWS-Fli inh	DENV2 CPE rescue	PAX8 inh HTS	miR-122 sensor	F508del corr	FN deposition inh	INS-1E GSIS act
O=C(C[C@@H]1CC[C@@H]2[C@H](COC[C@@H](O)CN2Cc2nccs2)O1)NCc1ccc(Oc2ccccc2)cc1	.	0	.	-6[16.7 µM]	2.3	3	-18
CC(C)N(Cc1cnn(C)c1)Cc1nc(Cc2ccccc2Cl)no1	-1	0	-2	.	-1.0	6	3
CN1CCC(NC(=O)c2cccc(Oc3ccccc3)c2)CC1	7	7	.	0	-1.0	3	3
O=C(C1CC1)N1CCCCN2[C@@H](CO)[C@@H](c3ccc(-c4ccncc4)cc3)[C@@H]2C1	15	.	-19	7[16.7 µM]	0.1	.	.
COc1cc(C(=O)N/N=C/c2cn(Cc3cccc(F)c3)c3ccccc23)ccc1O	.	-5	3	.	1.2	8	8
O=C(N/N=C/C=C/c1ccco1)c1ccncc1	5	-5	4	-3	0.3	-10	1
Cc1cccc(NC(=O)Nc2ccc(F)cc2)n1	-75	11	-145	3	-1.9	2	-2
C[C@@H]1CN([C@@H](C)CO)S(=O)(=O)c2ccc(C#CC3(O)CCCC3)cc2O[C@@H]1CN(C)C(=O)c1ccncc1	4	?	.	-5[16.7 µM]	0.9	-4	6
CC(C)NC(=O)N(C)C[C@@H]1Oc2cc(Br)ccc2S(=O)(=O)N([C@@H](C)CO)C[C@@H]1C	-8	-1	.	3[16.7 µM]	0.1	-10	-6
COCC#Cc1ccc([C@@H]2[C@@H](CO)N3CCCCN(Cc4cccnc4)C[C@@H]23)cc1	-6	4	-1	10[16.7 µM]	1.9	5	5
Cc1cccc([C@H](NC(=O)OC(C)(C)C)C(=O)OC(C)(C)C)c1	4	-12	3	0	-2.7	1	11
N#Cc1cccc(NC(=O)c2cc(C3CCCCN3S(=O)(=O)c3ccccc3)on2)c1 (stereo not drawn)	0	-6	-17	5	4.7	11	-5
C[C@@H]1CCCCO[C@H](CN(C)C(=O)Nc2ccc(C(F)(F)F)cc2)[C@H](C)CN([C@@H](C)CO)C(=O)c2cc(NS(=O)(=O)c3cn(C)cn3)ccc2O1	2	3	11	-6[16.7 µM]	0.4	.	-11
O=C(C[C@@H]1CC[C@H](NC(=O)NC2CCCC2)[C@@H](CO)O1)NCc1ccc(F)cc1	-4	10	-10	2[16.7 µM]	0.4	8	28
COc1ccc(-c2ccc3c(c2)[C@H]2[C@H](CCN2C(=O)NC2CCCC2)[C@H](CO)N3C)cc1	-15	-23	.	.	2.9	-4	-14
C[C@H]1CN([C@@H](C)CO)C(=O)c2cc(-c3cccc(C#N)c3)cnc2O[C@@H]1CN(C)C(=O)C1CCOCC1	-8	8	7	0[16.7 µM]	3.3	-15	0
Cc1cc(Cl)ccc1NC(=O)Cn1cncn1	6	3	9	-1	-1.0	-1	13
Cc1cc(=O)n2nc(N3CCC(C(=O)NCc4ccccc4F)CC3)sc2n1	1	-4	-4	-7	-1.8	-28	4
CCCCN1C[C@H](c2ccccc2)[C@@H](CC(=O)NC)C1=O	-6	14	-13	6	3.7	2	4
CCCCn1c(SCC(=O)NCc2ccco2)nc2ccccc2c1=O	.	.	14	3	.	-1	.
CC(C)(CO)CNC1CCCN(C2Cc3ccccc3C2)C1 (stereo not drawn)	20	5	16	0	2.1	1	2
COc1ccc(-c2ccc([C@@H]3[C@H]4CN(Cc5ccc(F)cc5)CC(=O)N4[C@H]3CO)cc2)cc1	-5	-3	21	.	-1.7	.	-24
COc1ccccc1C(=O)C1CCCN(C(=O)c2cc(CC(C)C)nc(C)n2)C1 (stereo not drawn)	0	.	-17	.	-2.0	4	2
Cc1ccc(OCC(=O)Nc2cc(NC(=O)COc3ccc(C)c(C)c3)cc(C(=O)O)c2)cc1C	10	-3	-7	-4	-2.2	6	0
CO[C@@H]1CN(C)C(=O)c2ccc(NS(=O)(=O)c3cccc(F)c3)cc2OC[C@@H](C)NC[C@@H]1C	4	71*	.	.	-1.1	20	-2
C[C@@H]1CN([C@H](C)CO)C(=O)c2c(c3ccccc3n2C)-c2ccccc2CO[C@H]1CN(C)C(=O)c1ccccc1	5	-2	.	.	1.1	-3	-16
CN1CCN(CCCNC(=O)c2ccc(/C=C3\Oc4ccccc4N(Cc4ccccc4F)C3=O)cc2)CC1	20	-2	13	.	-3.6	5	93*
CSc1ccccc1NC(=O)CSCc1ccc(Br)cc1	.	.	.	-6	.	-2	-28
C[C@@H]1CN([C@H](C)CO)C(=O)c2cc(-c3cccnc3)cnc2O[C@H]1CN(C)Cc1ccc(Oc2ccccc2)cc1	5	0	13	5[16.7 µM]	-3.6	3	-14
Cc1nc(Nc2ccc(Br)cc2Br)c([N+](=O)[O-])c(=O)[nH]1	3	-5	-8	.	7.0	-23	26

INS-1E GSIS act: what is marked active above
Compound,DENV2 CPE rescue,miR-122 sensor,F508del corr,INS-1E GSIS act
CN1CCN(CCCNC(=O)c2ccc(/C=C3\Oc4ccccc4N(Cc4ccccc4F)C3=O)cc2)CC1,-2,.,-3.6,93*

Later entries.
SMILES	EWS-Fli inh	DENV2 CPE rescue	PAX8 inh HTS	miR-122 sensor	F508del corr	FN deposition inh	INS-1E GSIS act
CC1CCCN(C(=O)COC(=O)c2cc(Br)ccc2O)C1 (stereo not drawn)	-11	14	-31	-9	1.7	-6	-5
CC(=O)N(C)C[C@@H]1Oc2ncc(Br)cc2C(=O)N([C@H](C)CO)C[C@@H]1C	-3&-4	-11&8	1	0	-3.3&1.6	-2&1	14&6
COc1ccccc1C#Cc1ccc([C@@H]2[C@H]3CN(C(=O)C4CC4)CCCCN3[C@H]2CO)cc1	-12	8	49	-16[16.7 µM]	-1.5	.	.
CC(C)Oc1ccc2c(c1)OC(c1ccccc1)(C(F)(F)F)NC2=O (stereo not drawn)	.	.	-7	-2	.	16	-12
COc1ccc(C(CNC(=O)COc2ccc(Br)cc2F)N2CCCC2)cc1 (stereo not drawn)	-4	3	-15	-4	0.7	-3	26
C[C@@H]1CN([C@@H](C)CO)C(=O)CCCn2nncc2CO[C@H]1CN(C)Cc1ccc(Cl)c(Cl)c1	2&-9&-5	-2&-9&8	-2&20	-5	1.3&4.1&-1.5	-4&11	-2&-1
CO[C@H]1CN(C)C(=O)c2ccc(NC(=O)c3cnccn3)cc2OC[C@H](C)N(CCc2ccccc2)C[C@@H]1C	-10	-2	6	.	-1.0	-4	-13
CCNC(=O)NC(=O)C(C)On1nnc2ccc(S(=O)(=O)N(CC)CC)cc21 (stereo not drawn)	.	.	7	-19	.	3	-9
COc1ccc(CCNC(=S)Nc2ccc(C)cc2C)cc1	9	-7	7	.	-5.0	.	-1
COc1ccc(N=C2NC(=O)/C(=C\C=C\c3ccco3)S2)cc1	-9	7	-11	-10	-2.2	4	0
CCOc1ccccc1C(c1c(C)n(C)n(-c2ccccc2)c1=O)c1c(C)n(C)n(-c2ccccc2)c1=O	6	5	-17	-11	4.6	0	-11
CN(C)Cc1c(O)ccc2occ(C(=O)c3ccccc3)c12	.	.	.	-3	.	5	13
CC(C)(C)c1ccc(NC(=O)c2cc[n+]([O-])cc2)cc1	2	-2	0	-3	-1.1	1	2
C[C@H](CO)N1C[C@H](C)[C@@H](CN(C)Cc2ccc(Oc3ccccc3)cc2)OCc2ccccc2-c2ccccc2C1=O	30	1	35	.	-7.2	11	3
CC[C@]1(C(=O)OC)[C@H]2C(=O)N(C)C(=O)[C@H]2[C@H]2CN=C(SCc3ccc(C#N)cc3)N21	12	3	-11	-3	1.5	4	-1

Sorted by value in DENV2 CPE rescue (ascending): three from the list above.
SMILES	DENV2 CPE rescue
C[C@H](CO)N1C[C@H](C)[C@@H](CN(C)Cc2ccc(Oc3ccccc3)cc2)OCc2ccccc2-c2ccccc2C1=O	1
CC[C@]1(C(=O)OC)[C@H]2C(=O)N(C)C(=O)[C@H]2[C@H]2CN=C(SCc3ccc(C#N)cc3)N21	3
COc1ccc(N=C2NC(=O)/C(=C\C=C\c3ccco3)S2)cc1	7

(further entries)
SMILES	EWS-Fli inh	DENV2 CPE rescue	PAX8 inh HTS	miR-122 sensor	F508del corr	FN deposition inh	INS-1E GSIS act
Cc1cc(C)c(S(=O)(=O)N(C)c2ccccc2)c(C)c1	-12	8	20	5	-0.4	6	-2
O=C1CN(S(=O)(=O)c2ccc(F)cc2)CCN1	-4	-2	9	.	0.0	2	7
CC1=NN(S(=O)(=O)c2ccc(Cl)cc2Cl)C(=O)c2ccccc2O1	-6	1	7	5	1.8	12	-13
Cc1noc(C)c1S(=O)(=O)Nc1ccc2c(c1)C(=O)N([C@@H](C)CO)C[C@H](C)[C@H](CN(C)Cc1ccc(C(F)(F)F)cc1)OCCCC[C@H](C)O2	.	-3	58	-11[16.7 µM]	2.2	.	-11
O=C(COc1ccccc1C(=O)NCc1ccccn1)Nc1ccc(Br)cc1	65*	-3	-6	.	-4.6	.	-20
Cc1ccc(Cn2ccc(NC(=O)c3noc4c3CCCCC4)n2)cc1	.	.	.	-5	.	0	-17
CO[C@H]1CN(C)C(=O)c2ccc(NC(=O)c3cccc(F)c3)cc2OC[C@H](C)N(C)C[C@H]1C	5	-8	.	16[16.7 µM]	-0.9	-14	-4
COc1ccc(CCN2CC(C(=O)NCc3ccccc3)CCC2=O)cc1 (stereo not drawn)	.	-1	-1	-6	-0.1	-15	-2
CC1CCN(C2CC(=O)N(c3ccc(Br)cc3Br)C2=O)CC1 (stereo not drawn)	2	2	35	-3	0.6	-2	-7
CCCCn1nnnc1C(c1cc2ccccc2o1)N(Cc1ccccc1)Cc1ccccc1 (stereo not drawn)	6	-1	18	.	0.3	2	-37
Cc1cccn2c(CN(C)CC3CCCCO3)c(C(=O)N3CCCCC3)nc12 (stereo not drawn)	4	5	17	.	4.0	.	-3
O=C(NC[C@@H]1[C@H](c2ccccc2)[C@H](CO)N1Cc1ccccn1)C1CCCC1	9	-16	10	21[16.7 µM]	2.9	-10	1
C[C@@H]1CN([C@H](C)CO)C(=O)c2cc(C3=CCCC3)cnc2O[C@H]1CN(C)C(=O)c1ccc(F)cc1	-1	-1	7	8[16.7 µM]	1.0	.	-11
Cc1sc2nc(CSCC(=O)N(CCC#N)c3ccccc3F)[nH]c(=O)c2c1C	4	3	12	-4	3.1	0	5
CCOc1ccc2sc(NS(=O)(=O)c3ccc(N)cc3)nc2c1	-1	-2	-3	86	1.3	3	47
CCN(CC)S(=O)(=O)c1cc(NS(=O)(=O)c2c(Cl)cccc2Cl)ccc1C	9	-20	44	.	-1.7	-2	-15
O=C(C[C@H]1CC[C@H](NC(=O)CCN2CCCCC2)[C@@H](CO)O1)Nc1ccccc1	0	-8	8	.	-1.5	.	34
Cc1nc(C(=O)N(C)C)nn1-c1ccc(Cl)cc1Cl	.	.	-40	-11	.	-3	.
C[C@H]1CN([C@@H](C)CO)C(=O)c2cc(NC(=O)NC3CCCCC3)ccc2O[C@@H]1CN(C)S(=O)(=O)c1cccs1	6	2	.	-2[16.7 µM]	-0.6	.	-15
O=C1CS/C(=N\N=C\c2ccccc2Cl)N1CC1CC1	-5	4	-3	.	-0.4	-2	4
OC[C@H]1O[C@H](OCc2ccccc2)[C@H](O[C@@H]2OC[C@@H](O)[C@H](O)[C@H]2O)[C@@H](O)[C@@H]1O	2	?	.	-2	-0.7	.	9
CNC(=S)N(CCc1c(C)[nH]c2ccc(C)cc12)Cc1cccs1	11	3	4	.	2.6	2	-1
COCC(C)n1c(SCC(=O)Nc2cc(C)on2)nc2ccccc2c1=O (stereo not drawn)	-14	8	0	.	-1.9	-8	10
O=C(Nc1ccccc1C(=O)O)c1ccc(NC(=O)c2ccc(Br)o2)cc1	5	14	.	4	-0.7	.	-29
O=C(N/N=C1/CC2C=CCC12)c1ccco1 (stereo not drawn)	.	.	-8	.	.	2	17
CCCCC(CCCCl)C(=O)Nc1ccccc1 (stereo not drawn)	11	.	18	.	0.7	-9	6

Bioassay records deposited in PubChem BioAssay by Broad Institute.
